BoNT-F LC inh: BoNT/F light chain protease inhibitors, primary screen, biochemical, flow cytometry, MLPCN library; Multiplex microsphere protease cleavage assay; Botulinum neurotoxin type F light chain protease (Clostridium botulinum); AID 588497, 2011; 360,000 compounds, 0.22% hits; inhibition, % at 10 µM; in the data active means inhibition above about 35%, passing the limit was not always enough; inconclusive means no clear call, values can overlap the other calls; further: plate controls were buffer without enzyme for full effect and enzyme alone for no effect
BoNT A protease: BoNT/A light chain protease inhibitors, primary screen, biochemical, flow cytometry, MLPCN library. multiplex microsphere protease substrate cleavage. 360,000 compounds, 0.17% hits. AID 588499, 2011. inhibition, % at 10 µM; further: plate controls were buffer without enzyme for full effect and enzyme alone for no effect
CCHF vOTU inh: CCHFV vOTU protease inhibitors, primary screen, biochemical, Pep-AMC substrate, fluorescence. Crimean-Congo hemorrhagic fever virus L polyprotein viral ovarian tumor (vOTU) protease …. inhibition, % at 11.5 µM. 370,000 compounds, 0.55% hits. AID 651958, 2012; in the data active means inhibition above about 30%; further: 0% = vehicle wells with enzyme and 100% = no enzyme wells
PfHsp40 rescue: rescue of yeast from PfHsp40 toxicity, primary screen, S. cerevisiae, ATP luminescence; S. cerevisiae expressing PfHsp40, growth rescue; growth rescue, % at 12.5 µM; 340,000 compounds, 0.68% hits; AID 504582, 2011; in the data active means growth rescue above about 28%, passing the limit was not always enough; inconclusive means no clear call, values can overlap the other calls;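 further: yeast W303a lacking pdr1 and pdr3 grown in galactose medium; growth measured after three days at 30 °C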
PrPC surface inh: inhibitors of human cell surface prion protein PrPC, primary screen, cell-based, TR-FRET | TR-FRET read-out | 370,000 compounds, 0.43% hits | inhibition, % at 13.8 µM; in the data active means inhibition above about 24%; further: 0% = median of the test wells and 100% = reference compound wells
Y pestis TopoI: Yersinia pestis topoisomerase I inhibitors, primary screen, biochemical, cleavage product accumulation, plate reader, single point; 360,000 compounds, 0.064% hits; Y. pestis Topo-I cleavage product accumulation; DNA topoisomerase I (Yersinia pestis CO92); activity, % at 10 µM; in the data active means activity above about 50%, passing the limit was not always enough; inconclusive means no clear call, values can overlap the other calls; further: inactives centre near 2
TcdB GH inh: TcdB glycohydrolase inhibitors, primary screen, biochemical, single point, plate reader; inhibition, % at 9.99 µM; 350,000 compounds, 0.24% hits; TcdB glycohydrolase enzymatic assay; AID 652162, 2013; in the data active means inhibition above about 10%
Anthrax LF prot: Bacillus anthracis LF protease inhibitors, primary screen, biochemical, multiplex microsphere, MLPCN library; Lethal factor (Bacillus anthracis), P15917; multiplex microsphere protease cleavage assay; inhibition, % at 10 µM; 360,000 compounds, 0.12% hits; further: plate controls were buffer without enzyme for full effect and enzyme alone for no effect
FadD28 FP inh: inhibitors of FadD28 bisubstrate probe binding, primary screen, biochemical, fluorescence polarization, single point | Mycobacterium tuberculosis FadD28 fatty-acid-AMP ligase | inhibition, % at 12.5 µM | 360,000 compounds, 0.22% hits | AID 588549, 2011; in the data active means inhibition above about 8.5%, passing the limit was not always enough; inconclusive means no clear call, values can overlap the other calls
An asterisk follows results filed as active. Unless noted, no stated cut-off is given here; in the data, active means inhibition above about 30%; inconclusive means no clear call, values can overlap the other calls; inactive means below that.

How did C=CCn1c(=O)c2ccccc2n2c(SCC(=O)NCCc3ccccc3)nnc12 do in these assays?
BoNT-F LC inh: -8; BoNT A protease: 0.3; CCHF vOTU inh: -14; PfHsp40 rescue: -0.7; PrPC surface inh: -3; Y pestis TopoI: 2; Anthrax LF prot: -4; FadD28 FP inh: -5.3

What do the screens show for `C=CCCC(=O)N(C)CCO`?
BoNT-F LC inh: -4; BoNT A protease: -0.1; CCHF vOTU inh: 2; PfHsp40 rescue: -0.3; PrPC surface inh: 1; Y pestis TopoI: -13; TcdB GH inh: 0.7; Anthrax LF prot: 8; FadD28 FP inh: -3.5

What do the screens show for `COc1cc(C(=O)NN2C(=O)NC3(CCC(C)CC3)C2=O)ccc1OC(F)F` (stereo not given)?
BoNT-F LC inh: 3; BoNT A protease: 0.3; CCHF vOTU inh: 20; PfHsp40 rescue: -1.0; PrPC surface inh: -6; Y pestis TopoI: -4; TcdB GH inh: 0.6; Anthrax LF prot: -7; FadD28 FP inh: 0.4

How did CC(=O)Nc1ccc(S(=O)(=O)Nc2cccc(NC(=O)c3ccco3)c2)cc1 do in these assays?
BoNT-F LC inh: -1; BoNT A protease: -0.5; CCHF vOTU inh: -8; PfHsp40 rescue: 0.0; PrPC surface inh: 7; Y pestis TopoI: -4; TcdB GH inh: -0.1; Anthrax LF prot: 1; FadD28 FP inh: -3.9

Results for COCCn1c(SCC(=O)Nc2cc(C)on2)nnc1-c1ccco1 ?
BoNT-F LC inh: 1; BoNT A protease: 1.0; CCHF vOTU inh: -2; PfHsp40 rescue: 1.0; PrPC surface inh: -1; Y pestis TopoI: 6; Anthrax LF prot: -3; FadD28 FP inh: -0.8

What do the screens show for `CC12CCC(C(=O)NCc3ccc4c(c3)OCO4)(CC1=O)C2(C)C` (stereo not given)?
BoNT-F LC inh: 20; BoNT A protease: 1.0; CCHF vOTU inh: 12; PfHsp40 rescue: 8.6; PrPC surface inh: 1; Y pestis TopoI: -5; Anthrax LF prot: -1; FadD28 FP inh: -1.0

What do the screens show for `COC(=O)Cc1cc(=O)n2[nH]cnc2n1`?
BoNT-F LC inh: 4; BoNT A protease: 0.0; CCHF vOTU inh: 4; PfHsp40 rescue: -0.1; PrPC surface inh: 3; Y pestis TopoI: 3; Anthrax LF prot: -6; FadD28 FP inh: 0.3

What do the screens show for `CCOc1cc(C(=O)OC(C)C(=O)Nc2ccc(S(N)(=O)=O)cc2)ccc1OCC(=O)N1CCOCC1` (stereo not given)?
CCHF vOTU inh: 3; PfHsp40 rescue: 0.4; PrPC surface inh: -2; Y pestis TopoI: -4; TcdB GH inh: 3.1; FadD28 FP inh: -3.2

What do the screens show for `CN(C(=O)c1cccc(NC(=O)Cc2cccc([N+](=O)[O-])c2)c1)C1CCCCC1`?
BoNT-F LC inh: 5; BoNT A protease: -0.2; CCHF vOTU inh: 24; PfHsp40 rescue: 0.8; PrPC surface inh: 3; Y pestis TopoI: -11; TcdB GH inh: -3.7; Anthrax LF prot: 2; FadD28 FP inh: 7.3

How did COc1ccc2c(c1)CCC/C2=N\Nc1nc(C(=O)NN)cs1 do in these assays?
BoNT-F LC inh: -10; BoNT A protease: -0.8; CCHF vOTU inh: 17; PrPC surface inh: -3; Y pestis TopoI: -3; TcdB GH inh: -0.6; Anthrax LF prot: 9; FadD28 FP inh: -1.1

What do the screens show for `O=C1CC(SCc2nc3ccccc3[nH]2)C(=O)N1c1cccc(F)c1` (stereo not given)?
BoNT-F LC inh: -12; BoNT A protease: -0.1; CCHF vOTU inh: 1; PfHsp40 rescue: -1.7; PrPC surface inh: -4; Y pestis TopoI: -2; TcdB GH inh: 3.2; Anthrax LF prot: -3; FadD28 FP inh: -3.0

Results for COc1ccc(C)cc1NS(=O)(=O)c1ccc2c(c1)oc(=O)n2C ?
BoNT-F LC inh: 20; BoNT A protease: -2.3; CCHF vOTU inh: -10; PfHsp40 rescue: -1.1; PrPC surface inh: 3; Y pestis TopoI: -6; TcdB GH inh: 0.9; Anthrax LF prot: -14; FadD28 FP inh: -2.6

Next part, overlapping the part above by three compounds.
How did COc1ccc2c(c1)CCC/C2=N\Nc1nc(C(=O)NN)cs1 do in these assays?
BoNT-F LC inh: -10; BoNT A protease: -0.8; CCHF vOTU inh: 17; PrPC surface inh: -3; Y pestis TopoI: -3; TcdB GH inh: -0.6; Anthrax LF prot: 9; FadD28 FP inh: -1.1

What do the screens show for `O=C1CC(SCc2nc3ccccc3[nH]2)C(=O)N1c1cccc(F)c1` (stereo not given)?
BoNT-F LC inh: -12; BoNT A protease: -0.1; CCHF vOTU inh: 1; PfHsp40 rescue: -1.7; PrPC surface inh: -4; Y pestis TopoI: -2; TcdB GH inh: 3.2; Anthrax LF prot: -3; FadD28 FP inh: -3.0

Results for COc1ccc(C)cc1NS(=O)(=O)c1ccc2c(c1)oc(=O)n2C ?
BoNT-F LC inh: 20; BoNT A protease: -2.3; CCHF vOTU inh: -10; PfHsp40 rescue: -1.1; PrPC surface inh: 3; Y pestis TopoI: -6; TcdB GH inh: 0.9; Anthrax LF prot: -14; FadD28 FP inh: -2.6

Results for CN(Cc1c(C(=O)N/N=C/c2ccccc2O)nnn1-c1nonc1N)C1CCCCC1 ?
BoNT-F LC inh: -5; BoNT A protease: -0.2; CCHF vOTU inh: 8; PrPC surface inh: -1; Y pestis TopoI: 7; TcdB GH inh: -5.3; Anthrax LF prot: -2; FadD28 FP inh: -4.5

What do the screens show for `C=CCn1c(Oc2cc(C)ccc2C)nc2c1c(=O)n(C)c(=O)n2C`?
BoNT-F LC inh: -4; BoNT A protease: 0.6; CCHF vOTU inh: 21; PfHsp40 rescue: 0.1; PrPC surface inh: 5; Y pestis TopoI: 23; TcdB GH inh: 0.7; Anthrax LF prot: 1; FadD28 FP inh: -0.2

Results for Cc1nc2ccccc2c(=O)n1/N=C/c1ccc(O)c(O)c1O ?
BoNT-F LC inh: inconclusive; BoNT A protease: 1.5; CCHF vOTU inh: -10; PfHsp40 rescue: 2.4; PrPC surface inh: -1; Y pestis TopoI: -2; TcdB GH inh: -11; Anthrax LF prot: -4; FadD28 FP inh: -0.2

Results for COC(=O)C(OC(=O)c1ccc(OC)cc1)C(=O)OC ?
BoNT-F LC inh: inconclusive; BoNT A protease: inconclusive; CCHF vOTU inh: 2; PfHsp40 rescue: -0.8; PrPC surface inh: -7; Y pestis TopoI: 1; Anthrax LF prot: inconclusive; FadD28 FP inh: 1.8

What do the screens show for `O=C1c2ccccc2NC(c2ccc(-c3cccc(Cl)c3)o2)N1O` (stereo not given)?
BoNT-F LC inh: 0; BoNT A protease: 0.6; CCHF vOTU inh: 11; PfHsp40 rescue: -0.5; PrPC surface inh: 4; Y pestis TopoI: 0; TcdB GH inh: 1.7; Anthrax LF prot: -6; FadD28 FP inh: -2.8

What do the screens show for `CCC(C)NC(=O)CN(C1CCCCC1)S(=O)(=O)c1ccc(F)cc1` (stereo not given)?
CCHF vOTU inh: 2; PfHsp40 rescue: 2.2; PrPC surface inh: 1; Y pestis TopoI: 12; TcdB GH inh: 1.0; FadD28 FP inh: -0.3

Results for CCOc1cc(/C=C2/N=C(C)C(C(=O)OC)=C2O)ccc1O ?
BoNT-F LC inh: -1; BoNT A protease: -0.2; CCHF vOTU inh: 4; PfHsp40 rescue: 1.3; PrPC surface inh: -6; Y pestis TopoI: 2; TcdB GH inh: -9.0; Anthrax LF prot: 1; FadD28 FP inh: -2.7

What do the screens show for `CC1Cc2ccccc2C(=O)N1` (stereo not given)?
BoNT-F LC inh: -6; BoNT A protease: -0.5; CCHF vOTU inh: 8; PfHsp40 rescue: 0.9; PrPC surface inh: -1; Y pestis TopoI: 1; Anthrax LF prot: 0; FadD28 FP inh: -2.2

Results for Cc1nnc(Nc2ccc(C(=O)N3CCOCC3)cc2)c2ccccc12 ?
BoNT-F LC inh: 19; BoNT A protease: 0.1; CCHF vOTU inh: 9; PfHsp40 rescue: -1.7; PrPC surface inh: -3; Y pestis TopoI: 2; Anthrax LF prot: -1; FadD28 FP inh: -0.7

Results for CC(=O)Nc1cccc(-c2ccnc3c2CC(C)(C(=O)Nc2cccc(OC(F)(F)F)c2)O3)c1 (stereo not given) ?
BoNT-F LC inh: -4; BoNT A protease: -0.3; CCHF vOTU inh: 13; PrPC surface inh: 9; Y pestis TopoI: 6; TcdB GH inh: 0.7; Anthrax LF prot: -8; FadD28 FP inh: -9.1

How did Nc1cc(OC(=O)c2c(F)cccc2Cl)nn1S(=O)(=O)c1ccccc1 do in these assays?
BoNT-F LC inh: -1; BoNT A protease: 1.8; CCHF vOTU inh: 16; PfHsp40 rescue: -0.3; PrPC surface inh: 1; Y pestis TopoI: 12; TcdB GH inh: -1.3; Anthrax LF prot: 0; FadD28 FP inh: -1.8

What do the screens show for `CC(=O)Cc1nsc(Nc2ccc3c(c2)OCCO3)n1`?
BoNT-F LC inh: 0; BoNT A protease: -0.1; CCHF vOTU inh: -3; PfHsp40 rescue: 0.8; PrPC surface inh: -5; Y pestis TopoI: 1; Anthrax LF prot: 0; FadD28 FP inh: 0.8

How did O=C(/C=C/c1cccnc1)c1ccc(NC(=O)c2cccc(Br)c2)cc1 do in these assays?
BoNT-F LC inh: 14; BoNT A protease: 0.9; CCHF vOTU inh: 0; PfHsp40 rescue: -0.6; PrPC surface inh: 4; Y pestis TopoI: -2; Anthrax LF prot: 0; FadD28 FP inh: -4.3

What do the screens show for `CCOC(=O)c1cccc(NC(=O)c2cc3sccc3n2C)c1`?
BoNT-F LC inh: -12; BoNT A protease: inconclusive; CCHF vOTU inh: -4; PfHsp40 rescue: 16; PrPC surface inh: 7; Y pestis TopoI: 1; Anthrax LF prot: -4; FadD28 FP inh: -0.8

Results for O=C(NNC(=O)c1cccs1)c1ccc(Cl)nc1 ?
BoNT-F LC inh: 8; BoNT A protease: 3.4; CCHF vOTU inh: -2; PfHsp40 rescue: -0.6; PrPC surface inh: -6; Y pestis TopoI: 4; TcdB GH inh: 1.1; Anthrax LF prot: 4; FadD28 FP inh: 0.0

How did N#Cc1ccc(-c2ccc(C3Nc4ccccc4C(=O)N3O)o2)cc1 (stereo not given) do in these assays?
BoNT-F LC inh: -3; BoNT A protease: 0.0; CCHF vOTU inh: -6; PfHsp40 rescue: 12; PrPC surface inh: 2; Y pestis TopoI: -1; TcdB GH inh: -1.6; Anthrax LF prot: -13; FadD28 FP inh: -0.2

Results for COc1cc(C(=O)NCc2nnc(SCC(=O)Nc3nc4ccc(C)cc4s3)o2)cc(OC)c1OC ?
BoNT-F LC inh: 3; BoNT A protease: 0.7; CCHF vOTU inh: 13; PfHsp40 rescue: 0.0; PrPC surface inh: 7; Y pestis TopoI: 1; Anthrax LF prot: 0; FadD28 FP inh: -2.5

What do the screens show for `O=C(Nc1ccc(Cl)cc1)C1CCCN(C2=NS(=O)(=O)c3ccccc32)C1` (stereo not given)?
BoNT-F LC inh: -2; BoNT A protease: -0.6; CCHF vOTU inh: -5; PfHsp40 rescue: 0.0; PrPC surface inh: -1; Y pestis TopoI: 2; TcdB GH inh: 1.1; Anthrax LF prot: -2; FadD28 FP inh: -3.3

Results for Nc1ccn([C@@H]2O[C@H](CNCc3cnc(N4CCOCC4)s3)[C@@H](O)[C@H]2O)c(=O)n1 ?
BoNT-F LC inh: -3; BoNT A protease: -0.3; CCHF vOTU inh: -2; PrPC surface inh: -5; Y pestis TopoI: -5; TcdB GH inh: -0.2; Anthrax LF prot: -4; FadD28 FP inh: -3.5

Source: PubChem (several laboratories)
